TRPV1 ag: HTS Assay for Compounds that Act as Agonists of the Vanilloid Receptor 1; TRPV1-expressing cells, Fluo-8 calcium influx, agonist mode; AID 540275, 2011; 0.19% of 320,000 active; activation, % at 8.33 µM; Transient receptor potential cation channel subfamily V member 1 (Homo sapiens), Q8NER1; in the data active = activation above about 80%; inconclusive = between about 30% and that limit; also: 0% is about no effect
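Fluo-8 calcium influx in TRPV1-expressing cells, kinetic read (ex 480/em 520 nm). Compound added and read 3 min for agonist activity, followed by capsaicin at EC20 final and 2 min further read for enhancement.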
VP16 counter: VP16 counterscreen qHTS for inhibitors of ROR gamma transcriptional activity. Drosophila S2 Gal4-VP16 UAS-luciferase, luminescence, 20 h. Potency, µM (doses to about 53.6 µM), for inactives: at the top dose activity, negative = inhibition, usual class: inhibitors. 3.5% of 310,000 active;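 also: Gal4-VP16 expression switched on by copper sulfate through the metallothionein promoter; potency is read from the fitted curve at half-maximal effect; % is scaled to controls: 0 for no effect and ±100 for the full control effect; nearly all actives have a fitted effect of over 50% in size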
FLuc counter: qHTS profiling assay for firefly luciferase inhibitor/activator using purifed enzyme and Km concentrations of substrates (counterscreen for miR-21 project) | Luciferin 4-monooxygenase (Photinus pyralis), P08659 | Potency, µM (series often up to 57.5 µM), for the others: at the highest dose activity change, negative = inhibition, hits mostly inhibitors | purified FLuc, Km substrates, luminescence inhibition | 6.9% of 360,000 active | AID 588342, 2011;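 also: potency is read from the fitted curve at half-maximal effect; plate controls were vehicle for no effect and reference inhibitor for full effect; nearly all actives have a fitted effect of over 55% in size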
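Purified P. pyralis luciferase, 10 nM final, with Km-level 10 uM D-luciferin and 10 uM ATP in 50 mM Tris acetate pH 7.5, 10 mM Mg acetate, 0.01% Tween-20, 0.05% BSA; 6-point qHTS titration about 60 µM downward; luminescence read.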
ELG1 genotoxic: qHTS screen for small molecules that induce genotoxicity in human embryonic kidney (HEK293T) cells expressing luciferase-tagged ELG1; HEK293T ELG1-luciferase reporter, luminescence, 16 h; Potency, µM (doses to about 46 µM), without a hit: top-dose activity change, positive = activation, actives largely listed as activators; 1.3% of 330,000 active; also: potency is read from the fitted curve at half-maximal effect; % of control where 0% means no effect; nearly all actives have a fitted effect of over 60% in size
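ELG1-luciferase HEK293T cells, 2,000/well; compound pinned in; 16 hr, 37 °C, 5% CO2; ONE-Glo, 30 min RT; luminescence on CCD imager.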
NPC1 prom act: qHTS Assay for NPC1 Promoter Activators; Huh7 NPC1 promoter luciferase reporter, 24 h; Potency, µM (series often up to 9.22 µM), for the others: at the highest dose activation, most hits filed as activators; 2.4% of 320,000 active; AID 485313, 2010;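 also: potency is read from the fitted curve at half-maximal effect; % of control where 0% means no effect; nearly all actives have a fitted effect of over 60% in size; reporter is driven by a mutant NPC1 promoter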
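Stably transfected Huh7 (NPC1 promoter→luciferase), 1500 cells/well in Opti-MEM + 10% FBS, 2 h settle, then compound 24 h at 37 °C. Luminescence after 10 min with Amplite reagent.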
ELG1 DNA repair: qHTS screen for small molecules that inhibit ELG1-dependent DNA repair in human embryonic kidney (HEK293T) cells expressing luciferase-tagged ELG1; 2.3% of 330,000 active; HEK293T ELG1-luciferase reporter, luminescence, 16 h; DNA damage induced by 5-fluorouridine; Potency, µM (series often up to 46.1 µM), without a hit: top-dose activity change, negative = inhibition, actives largely listed as inhibitors; also: potency is read from the fitted curve at half-maximal effect; % is scaled to controls: 0 for no effect and ±100 for the full control effect; nearly all actives have a fitted effect of over 55% in size
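5-Fluorouridine DNA damage + compound/DMSO, 2,000 cells/well, 16 h, 37 °C/5% CO2. ONE-Glo, 30 min RT, luminescence. Readout = decrease in reporter signal.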
RORgamma inh: qHTS for inhibitors of ROR gamma transcriptional activity | Nuclear receptor ROR-gamma (Mus musculus), P51450 | Drosophila S2 Gal4-RORgamma UAS-luciferase reporter, 20 h | Potency, µM (highest dose often 53.6 µM), for the others: top-dose activity change, negative = inhibition, hits mostly inhibitors | 5.4% of 310,000 active; also: potency is read from the fitted curve at half-maximal effect; % is scaled to controls: 0 for no effect and ±100 for the full control effect; nearly all actives have a fitted effect of over 60% in size
Target sequence (P51450 whole entry, looked up, the tested form may be a part): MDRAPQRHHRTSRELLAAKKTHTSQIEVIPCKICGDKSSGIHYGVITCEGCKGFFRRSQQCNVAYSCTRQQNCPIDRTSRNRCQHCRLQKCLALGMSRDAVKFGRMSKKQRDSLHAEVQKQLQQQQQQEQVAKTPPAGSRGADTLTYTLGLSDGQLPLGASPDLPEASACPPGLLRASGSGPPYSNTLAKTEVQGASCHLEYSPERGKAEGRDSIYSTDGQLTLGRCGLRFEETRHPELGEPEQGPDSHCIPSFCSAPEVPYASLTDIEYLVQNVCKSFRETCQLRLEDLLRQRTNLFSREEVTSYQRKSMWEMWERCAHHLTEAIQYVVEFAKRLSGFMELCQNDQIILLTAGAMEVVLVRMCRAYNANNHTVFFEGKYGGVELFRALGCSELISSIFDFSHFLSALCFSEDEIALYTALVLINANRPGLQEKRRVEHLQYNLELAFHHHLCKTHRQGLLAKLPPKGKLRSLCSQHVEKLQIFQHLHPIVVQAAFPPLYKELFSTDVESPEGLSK
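Read-out: Photinus luciferase luminescence; inhibitors lower reporter signal. Insect Schneider cells with Gal4-ROR gamma fusion under metallothionein promoter, UAS reporter; 700 uM final copper sulfate induction, 20 hr, ambient temperature.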
BRCA1 expr up: qHTS Assay to Identify Small Molecule Activators of BRCA1 Expression; MCF7-BRCA1-FFLuc reporter, luminescence, 48 h; response scale: scaled: vehicle 0%, 10 µM genistein 100%; Potency, µM (highest dose often 46.1 µM), without a hit: at the highest dose activation, usual class: activators; 1.1% of 380,000 active; also: potency is read from the fitted curve at half-maximal effect; nearly all actives have a fitted effect of over 80% in size; some results filed as inactive show a strong effect at the top dose
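Cells: MCF7-BRCA1-FFLuc, 2000/well. Exposure: 48 h, 37 °C, 5% CO2. Read: luminescence, 15 min post-substrate. Controls: genistein 10 microM (maximal activation), DMSO (neutral).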
Rab9 prom act: qHTS Assay for Rab9 Promoter Activators. Huh7 Rab9 promoter-luciferase reporter, luminescence, 24 h. Potency, µM (highest dose often 9.22 µM), without a hit: at the highest dose activation, negative = inhibition, actives largely listed as activators. 2.8% of 320,000 active; also: potency is read from the fitted curve at half-maximal effect; % of control where 0% means no effect; nearly all actives have a fitted effect of over 60% in size
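Using Huh7 cells stably transfected with Rab9 promoter–luciferase, compounds were incubated 24 h at 37 °C, 5% CO2; luciferase luminescence was read 10 min after reagent addition.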
Tb PFK block: qHTS Assay to Find Inhibitors of T. brucei phosphofructokinase; ATP-dependent 6-phosphofructokinase (Trypanosoma brucei brucei), O15648; T. brucei PFK, ADP-Glo luminescence; Potency, µM (series often up to 57.5 µM), for the others: at the highest dose activity, negative = inhibition, hits mostly inhibitors; 0.17% of 330,000 active;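 also: potency is read from the fitted curve at half-maximal effect; 0% = uninhibited 1x PFK enzyme wells and -100% = no-enzyme wells; nearly all actives have a fitted effect of over 60% in size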
Target sequence (O15648 whole entry, looked up): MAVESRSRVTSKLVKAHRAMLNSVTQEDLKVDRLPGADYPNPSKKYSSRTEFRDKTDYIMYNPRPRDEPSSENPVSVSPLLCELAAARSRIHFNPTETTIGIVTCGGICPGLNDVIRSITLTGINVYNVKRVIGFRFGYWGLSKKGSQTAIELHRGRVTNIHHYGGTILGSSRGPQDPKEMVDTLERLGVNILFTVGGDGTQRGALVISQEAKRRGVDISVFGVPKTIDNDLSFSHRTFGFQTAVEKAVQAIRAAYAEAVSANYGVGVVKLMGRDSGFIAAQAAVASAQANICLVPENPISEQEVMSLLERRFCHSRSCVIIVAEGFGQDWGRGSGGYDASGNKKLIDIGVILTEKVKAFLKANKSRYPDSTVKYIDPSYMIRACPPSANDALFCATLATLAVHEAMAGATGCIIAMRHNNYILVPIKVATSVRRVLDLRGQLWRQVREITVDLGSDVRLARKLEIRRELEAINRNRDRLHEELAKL
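Luminescent ADP detection (ADP-Glo, two-step: ATP depletion then ADP-to-ATP conversion for luciferase) reported PFK activity after 45 min room-temperature reaction of 1.25 nM enzyme with 0.5 mM F6P and 0.1 mM ATP at pH 8.0.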
p53 reactivation: qHTS assay for re-activators of p53 using a Luc reporter; Potency, µM (doses to about 92.2 µM), for the others: top-dose activity change, positive = activation, hits mostly activators; AID 504706, 2011; 0.063% of 320,000 active; H1299 p53-A138V BP100-luciferase reporter, luminescence, 24 h; also: potency is read from the fitted curve at half-maximal effect; % of control where 0% means no effect; nearly all actives have a fitted effect of over 45% in size
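H1299 (p53-null), stable ts p53-A138V + BP100-Luc; 1000 cells/well, Opti-MEM/10% FBS; cpd 4 pt, 1:5; 24 h, 37 deg C, 5% CO2; detection reagent 10 min RT; luminescence.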
The depositor's hits bear a star; u = inconclusive; x = not tested or not shown; [ ] = another dose, or the depositor's remark. Unless noted, calls follow the shape of the dose curve; as a rule, active = well fitted curve in the direction sought with a large enough effect; inconclusive = small, poorly fitted or top-dose-only effect, or another doubt; inactive = no such curve, though single readings can be large; an effect the other way counts as inactive or inconclusive. The order is random; about 15% have a hit in one of these screens.

no. | smiles | TRPV1 ag | VP16 counter | FLuc counter | ELG1 genotoxic | NPC1 prom act | ELG1 DNA repair | RORgamma inh | BRCA1 expr up | Rab9 prom act | Tb PFK block | p53 reactivation
1 | CCOC(=O)C1CCCN(C(=O)c2ccc3nc(-c4ccccc4)c(-c4ccccc4)nc3c2)C1 (centres undefined) | 10 | -7% | 3% | -10% | 19% | -15% | 12% | -44% | 8% | -2% | -8%
2 | S=C(Nc1ccc(Cl)c(Cl)c1)NC1CCCCC1 | u | 5.6µM* | u | -4% | 9% | u | 2.5µM* | -69% | 13% | -14% | 14%
3 | CN(C)/C=C/C(=O)c1c(F)cccc1F | 1 | -24% | 0% | -2% | 0% | 10% | -5% | -2% | 0% | 2% | -2%
4 | O=C(NC(=S)N1CCOCC1)c1ccccc1Cl | -3 | u | -1% | 1% | -1% | 13% | 2.8µM* | -3% | 9% | 2% | -3%
5 | CCOc1ccc(NC(=O)CN(C)C(=O)c2cccnc2Sc2ccccc2Cl)cc1OCC | 2 | x | 2% | 1% | -1% | 15% | x | -6% | 3% | 14% | -10%
6 | CC1=NN(C(=O)c2ccccc2Cl)C(O)(c2ccccc2)C1 (centres undefined) | 0 | 7.1µM* | -2% | -7% | 1% | 6% | 6.3µM* | 5% | 3% | 3% | -38%[inhibitor]
7 | O=C(O)CC/C(=N\NC(=O)c1ccc(F)cc1)c1ccc(Br)cc1 | u | 11% | u | 9% | -3% | u | 7% | -13% | 0% | 2% | 3%
8 | Cc1ccc(NC(=S)NC(=O)c2ccc(-c3ccc(Cl)cc3)o2)c(O)c1 | 0 | -2% | 2% | 6% | -1% | u | 8% | -74% | 0% | 2% | -34%[inhibitor]
9 | O=C(NCc1ccco1)C1CCN(c2ccc(S(=O)(=O)N3CCOCC3)cc2[N+](=O)[O-])CC1 | 0 | 9% | 0% | -6% | -4% | u | -2% | 3% | -5% | 0% | 5%
10 | CC(=O)n1cc(Nc2ccccc2C(=O)O)c2ccccc21 | -1 | 0% | 0% | -2% | 1% | 1% | -1% | -10% | 6% | -1% | 0%
11 | CCCN=C1N/C(=C\c2ccco2)C(=O)N1c1ccccc1 | -2 | 18% | 3% | 0% | -2% | -12% | -3% | -9% | -1% | 1% | 1%
12 | O=C(c1ccc(F)cc1)N1CCOC(c2nc(-c3ccc(F)cc3)no2)C1 (centres undefined) | 27 | x | -5% | u | 11% | 9% | x | 56% | 11% | -9% | -1%
13 | Cc1ccc(CSc2nnc(-c3cccnc3)n2N)cc1 | 1 | -2% | 3% | 1% | -2% | -3% | 16% | 1% | 1% | 1% | 3%
14 | O=C(CCNC(=O)Cn1cnc2ccccc2c1=O)NCC1COc2ccccc2O1 (centres undefined) | 3 | -4% | -2% | 0% | -1% | 1% | 5% | -2% | 1% | -7% | -5%
15 | Cc1cccc(NC(=O)c2c(O)c3ccccc3n(C)c2=O)c1 | -3 | u | u | u | 2.8µM* | u | 27%[1.91 µM] | 17% | 2µM* | 1% | 24%
16 | CCOC(=O)C1CCCN(C(=O)c2cc3c(=O)n4ccccc4nc3s2)C1 (centres undefined) | -3 | -4% | 4% | 6% | -2% | 17% | 0% | -10% | 24% | -4% | 16%
17 | CCN(CC)C(=O)Cn1c(=O)n(-c2ccccc2)c(=O)c2sccc21 | 6 | -18% | -4% | -1% | 3% | u | 0% | -11% | 11% | 2% | 4%
18 | O=C(Nc1ccc(Cl)cn1)c1ccccc1F | 16 | -20% | 4.3µM* | x | x | x | -45% | -64%[inhibitor] | x | x | x
19 | CCC(=O)N1CCc2cc(S(=O)(=O)N3CCN(c4cc(Cl)ccc4C)CC3)ccc21 | -3 | -2% | 0% | -1% | -7% | 16% | -13% | -5% | -11% | 0% | 1%
20 | O=C(O)CCCCn1c(SCc2ccccc2Cl)nc2ccsc2c1=O | 3 | 6% | u | 2% | -9% | 4% | 1% | -4% | -2% | 1% | -4%
21 | Cn1c(SCC(=O)Nc2ccc(N3CCOCC3)cc2)nnc1-c1ccco1 | 2 | -1% | 17µM* | 1% | -4% | u | -1% | 39% | 2% | 3% | 3%
22 | COC(=O)c1sc(NC(=O)/C=C/c2ccc(C)cc2)nc1C | 0 | -3% | -3% | 16% | 3% | 17% | -26% | 36% | 4% | -26% | 7%
23 | COc1ccc(C(CCNCc2ccc(F)cc2)c2ccc(F)cc2)cc1 (centres undefined) | u | u | 3% | -2% | 5% | -1% | u | -93%[inhibitor] | -1% | -4% | -24%
24 | O=C(c1ccc(Br)cc1)N(Cc1nc2ccccc2c(=O)[nH]1)C1CCCC1 | -1 | u | 6% | -6% | -8% | u | 16µM* | 0% | -15% | -3% | -3%
25 | c1ccc(C2NCCc3ccccc32)cc1 (centres undefined) | 3 | 2% | -1% | -3% | -5% | -4% | -15% | -13% | -14% | -1% | -1%

Some entries already given with just ELG1 genotoxic.
cpd | Compound | ELG1 genotoxic
3 | CN(C)/C=C/C(=O)c1c(F)cccc1F | -2%
19 | CCC(=O)N1CCc2cc(S(=O)(=O)N3CCN(c4cc(Cl)ccc4C)CC3)ccc21 | -1%

Continuation.
no. | smiles | TRPV1 ag | VP16 counter | FLuc counter | ELG1 genotoxic | NPC1 prom act | ELG1 DNA repair | RORgamma inh | BRCA1 expr up | Rab9 prom act | Tb PFK block | p53 reactivation
26 | O=C(Cc1ccc(Br)cc1)OCC(=O)N1CCc2ccccc2C1 | 26 | -1% | -2% | 1% | 1% | 10% | 8% | 1% | -5% | 0% | -2%
27 | Cc1ccc(C(=O)c2nc(C(=O)NCCO)nc3ccccc23)cc1 | -1 | x | -12% | 3% | -5% | 29% | x | -26% | 16% | 3% | 17%
28 | CCOC(=O)C1=C(CS(=O)(=O)c2ccccc2)NC(=O)NC1c1cc(OC)c(O)c(OC)c1 (centres undefined) | 0 | -6% | 1% | 2% | 3% | 2% | -1% | 10% | -2% | -3% | -2%
29 | CC(CN1CCCC1)OC(=O)c1ccc(Cl)cc1 (centres undefined) | 0 | x | 4% | 3% | -4% | 12% | x | 3% | -2% | 0% | x
30 | O=C(CSc1ccccn1)Nc1ccc(F)c([N+](=O)[O-])c1 | 1 | 0% | 3% | -4% | -2% | 7% | 44% | 28% | -4% | -3% | 4%
31 | CCOC(=O)c1ccccc1-c1csc(NS(=O)(=O)c2ccc(Cl)cc2)n1 | 1 | -6% | 0% | -2% | -1% | 6% | 0% | 0% | 4% | 15% | 6%
32 | CCC(NC(=S)Nc1ccccc1)C(=O)O (centres undefined) | 1 | -5% | u | 1% | 1% | 19% | -13% | -15% | 0% | 4% | 3%
33 | Cc1cc(C(=O)OCC(=O)N(CC(C)C)c2c(N)n(Cc3ccccc3)c(=O)[nH]c2=O)c2ccccc2n1 | -3 | x | 2% | 0% | 0% | -4% | x | -19% | -3% | 5% | 5%
34 | CCOC(=O)NC(=O)CSc1nc2ccc(OCC)cc2[nH]1 | x | -1% | -3% | -1% | 1% | 12% | -15% | 0% | -1% | -3% | 3%
35 | Cc1[nH]c2ccc(F)cc2c1CCN(Cc1cccnc1)C(=S)Nc1ccccc1 | 1 | -6% | -1% | -7% | 4% | -21% | 8% | 5% | 2% | -1% | 2%
36 | COc1cccc(CC(NC(C)=O)C(=O)NC2CCN(S(=O)(=O)c3cccc4ccccc34)CC2)c1 (centres undefined) | -9 | -5% | 4% | -4% | -3% | -5% | -5% | -2% | -9% | 1% | 0%
37 | CCNc1nc(NOC)nc(OCC#N)n1 | 14 | -1% | 3% | 4% | 2% | 30% | 20% | 2% | -1% | 0% | -15%
38 | CCOC(=O)C1C(=O)OC2(CCCC2)C1C(=O)OCC (centres undefined) | 1 | -1% | 2%[2.3 µM] | 0% | -1% | 11% | -13% | 4% | -8% | -4% | -1%
39 | CSc1ccc(/C=C/C(=O)OCC(=O)NCC2CCCO2)cc1 (centres undefined) | 1 | x | -18% | 0% | -1% | 14% | x | 2% | 0% | 2% | 7%
40 | CN(CC(=O)Nc1ccc(Cl)c(C(F)(F)F)c1)C(=O)C1(c2ccccc2)CC1 | 7 | x | 7% | 7% | -3% | u | x | -69% | 0% | -7% | -5%
